RmlCD inh 1536 – M. tuberculosis RmlC/RmlD inhibition | AID 1533 | inhibition, % at 3.6 µM | RmlC+RmlD coupled enzyme assay, percent inhibition; primary screen in compound mixtures | actives 0.03% (n = 160,000) | P9WH09+P9WH11; in the data active = inhibition mostly above about 34%, no sharp cut-off; note: some results filed as inactive read as strong as hits
Target sequence (P9WH09 whole entry, looked up): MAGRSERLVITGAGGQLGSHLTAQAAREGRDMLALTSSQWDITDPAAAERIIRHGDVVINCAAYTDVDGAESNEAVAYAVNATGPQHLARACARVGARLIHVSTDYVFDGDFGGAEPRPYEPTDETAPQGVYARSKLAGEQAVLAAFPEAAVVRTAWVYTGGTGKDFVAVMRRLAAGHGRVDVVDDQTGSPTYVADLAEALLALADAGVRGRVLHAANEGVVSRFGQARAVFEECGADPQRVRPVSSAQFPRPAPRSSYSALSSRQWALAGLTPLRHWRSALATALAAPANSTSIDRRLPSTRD
Target sequence (P9WH11 whole entry, looked up): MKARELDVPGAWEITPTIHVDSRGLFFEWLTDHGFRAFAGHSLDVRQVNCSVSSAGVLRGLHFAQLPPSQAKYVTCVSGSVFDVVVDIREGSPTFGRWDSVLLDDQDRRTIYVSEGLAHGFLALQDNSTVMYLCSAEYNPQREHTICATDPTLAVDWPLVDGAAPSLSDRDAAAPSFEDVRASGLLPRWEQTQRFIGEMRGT
M. tuberculosis GlmU – inhibition of mycobacterial GlmU enzyme – biochemical, glucosamine-1-phosphate acetyltransferase (AID 1376); M. tuberculosis GlmU acetyltransferase enzyme assay; higher % means a stronger effect; inhibition, %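 (tested at 30 µM in the primary screen)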; hits with a dose series show IC50 in µM; actives 0.25% (n = 220,000); in the data active = inhibition above about 13%;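 note: 0% = complete reaction with vehicle and 100% = reaction without substrate; strong numbers were not always called active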
* marks the source's active call; other numbers are inactive results. This is a subset; the hit share may differ from the screen's.

Screening CC[C@@H](C)C(NC(=O)OC(C)(C)C)c1cn([C@@H](CCCCNC(=O)OC(C)(C)C)C(=O)N2CCN(C(=O)OC(C)(C)C)CC2)nn1 (some centres undefined) returned M. tuberculosis GlmU 1.7%.
`CCCCN1C(N)=NC[C@@H]1CC1CCCCC1` gave M. tuberculosis GlmU -14.3%.
CCOC(=O)c1c(NC(=O)CCl)sc(C(=O)N(CC)CC)c1C was read as M. tuberculosis GlmU -0.7%.
Cc1ccc(N(CCC(=O)NC(C)(C)C)S(=O)(=O)c2ccc(C)cc2)cc1 was read as RmlCD inh 1536 6.4 and M. tuberculosis GlmU 4.2%.
O=C(O)CNC(=O)C(Cc1ccccc1)NC(=O)OCc1ccccc1 (centres undefined) was read as RmlCD inh 1536 7.4 and M. tuberculosis GlmU 2.7%.
CC(=O)c1ccc(NC(=S)NC(=O)CC(C)C)cc1 was read as RmlCD inh 1536 -13.6 and M. tuberculosis GlmU -5.5%.
Screening COc1cc(/C=N\NC(=O)CNC(=O)C2COc3ccccc3O2)ccc1O (centres undefined) returned RmlCD inh 1536 17.4 and M. tuberculosis GlmU -2.9%.
For C/C(=N\Nc1ccc(F)cc1F)c1cccs1 the results were M. tuberculosis GlmU 2.1%.
`COC(=O)c1[nH]c2ccc(C)cc2c1NC(=O)CN1CCc2cc(OC)c(OC)cc2C1` gave M. tuberculosis GlmU 5.6%.
`CCNC(=O)n1cc(-n2cncn2)c(-c2ccc(Cl)cc2)n1` gave RmlCD inh 1536 -42.1 and M. tuberculosis GlmU 0.6%.
For O=C(Nc1c2c(nn1-c1ccccc1)CS(=O)C2)c1ccc(S(=O)(=O)N2CCOCC2)cc1 (centres undefined) the results were RmlCD inh 1536 -2.0 and M. tuberculosis GlmU -5.0%.
Screening COc1ccc(C(=O)Nc2ccc(Cl)cn2)cc1Cl returned M. tuberculosis GlmU 2.0%.
O=C(NCC1CCCO1)c1ccc(CS(=O)(=O)c2ccc(Cl)cc2)o1 (centres undefined) was read as RmlCD inh 1536 -12.0 and M. tuberculosis GlmU -9.5%.
Screening Fc1ccc(Cn2nnnc2C(c2cccs2)N2CCN(C3CCCCC3)CC2)cc1 (centres undefined) returned M. tuberculosis GlmU -0.8%.
Screening CCCCCCOc1ccc(/C=c2\s/c(=C(/C#N)C(=O)NCc3ccco3)n(-c3ccccc3)c2=O)cc1 returned RmlCD inh 1536 -13.8 and M. tuberculosis GlmU 0.7%.
For CCOc1ccccc1C1CC(=O)Nc2cc3c(cc21)OCCO3 (centres undefined) the results were M. tuberculosis GlmU -2.2%.
`COc1ccc(C)cc1NC(=S)N1CCN(S(C)(=O)=O)CC1` gave RmlCD inh 1536 -3.4 and M. tuberculosis GlmU -0.6%.
`COc1ccc(CN2CCN(C(=O)CN3C(=O)C4C5C=CC(C5)C4C3=O)CC2)c(OC)c1OC` (centres undefined) gave RmlCD inh 1536 -6.5 and M. tuberculosis GlmU 3.2%.
Screening NC(=O)c1ccc(N2CCN(c3ccccc3F)CC2)c([N+](=O)[O-])c1 returned M. tuberculosis GlmU -0.4%.
Screening CC(C)COc1ccc(C(=O)NC(CC(C)C)C(=O)O)cc1 (centres undefined) returned M. tuberculosis GlmU 0.9%.

The final 7 records of the section before are carried over, then new ones follow:
Screening Fc1ccc(Cn2nnnc2C(c2cccs2)N2CCN(C3CCCCC3)CC2)cc1 (centres undefined) returned M. tuberculosis GlmU -0.8%.
Screening CCCCCCOc1ccc(/C=c2\s/c(=C(/C#N)C(=O)NCc3ccco3)n(-c3ccccc3)c2=O)cc1 returned RmlCD inh 1536 -13.8 and M. tuberculosis GlmU 0.7%.
For CCOc1ccccc1C1CC(=O)Nc2cc3c(cc21)OCCO3 (centres undefined) the results were M. tuberculosis GlmU -2.2%.
`COc1ccc(C)cc1NC(=S)N1CCN(S(C)(=O)=O)CC1` gave RmlCD inh 1536 -3.4 and M. tuberculosis GlmU -0.6%.
`COc1ccc(CN2CCN(C(=O)CN3C(=O)C4C5C=CC(C5)C4C3=O)CC2)c(OC)c1OC` (centres undefined) gave RmlCD inh 1536 -6.5 and M. tuberculosis GlmU 3.2%.
Screening NC(=O)c1ccc(N2CCN(c3ccccc3F)CC2)c([N+](=O)[O-])c1 returned M. tuberculosis GlmU -0.4%.
Screening CC(C)COc1ccc(C(=O)NC(CC(C)C)C(=O)O)cc1 (centres undefined) returned M. tuberculosis GlmU 0.9%.
`COc1ccc(NC(=O)CSc2nncc3ccccc23)cc1` gave RmlCD inh 1536 9.0 and M. tuberculosis GlmU 2.6%.
`N[C@@H](Cc1cc(I)c(Oc2ccc(O)c(I)c2)c(I)c1)C(=O)O` gave M. tuberculosis GlmU -2.8%.
Screening CC(NC(N)=O)C(=O)OCc1ccc(Cl)cc1Cl (centres undefined) returned M. tuberculosis GlmU 1.9%.
Screening COC(=O)c1cccc2c1NC(=O)C2=O returned M. tuberculosis GlmU 4.7%.
`Cc1nn(Cc2nc(-c3cccs3)no2)c(C)c1Br` gave RmlCD inh 1536 13.1 and M. tuberculosis GlmU -2.5%.
`CCOC(=O)c1ccc(NC(=O)C(=O)NCc2ccccn2)cc1` gave RmlCD inh 1536 -16.5 and M. tuberculosis GlmU 2.9%.
For Cc1cccc(NC(=O)CSc2n[nH]c(-c3ccncc3)n2)c1 the results were M. tuberculosis GlmU -5.5%.
`CC(C)C(C(=O)OCC(=O)c1ccc2c(c1)NC(=O)CO2)N1C(=O)c2ccccc2C1=O` (centres undefined) gave M. tuberculosis GlmU 3.5%.
`O=C(CNC(=O)c1ccc(Oc2ccccc2)cc1)OC1CCCCC1=O` (centres undefined) gave RmlCD inh 1536 7.6.
`O=C(CNCC1CCCCC1)Nc1ccc(N2CCCCC2)cc1` gave RmlCD inh 1536 6.0 and M. tuberculosis GlmU -4.8%.
For C=CCOc1ccc2ccccc2c1CNc1ncn[nH]1 the results were RmlCD inh 1536 5.9 and M. tuberculosis GlmU -6.0%.
COc1cc(OC)c(C(=O)NCC(c2cccs2)N(C)C)cc1OC (centres undefined) was read as RmlCD inh 1536 6.1 and M. tuberculosis GlmU 2.7%.
`CCCCOc1cccc(C(=O)NC(=S)Nc2cccc(C(F)(F)F)c2)c1` gave M. tuberculosis GlmU 1.6%.
Cc1ccc(C(=O)N/N=C\c2ccc(-c3ccc([N+](=O)[O-])cc3)o2)cn1 was read as RmlCD inh 1536 -3.2 and M. tuberculosis GlmU -0.9%.
For COCCN(C(=O)CSc1nnc(Nc2ccccc2F)s1)c1c(N)n(Cc2ccccc2)c(=O)[nH]c1=O the results were RmlCD inh 1536 21.9 and M. tuberculosis GlmU -4.3%.
For Cc1onc(-c2ccccc2)c1C(=O)N/N=C/c1c[nH]c2ccccc12 the results were RmlCD inh 1536 12.0 and M. tuberculosis GlmU 8.3%.
CCOC(=O)N1CCN(c2ccc(C(C)=O)cc2F)CC1 was read as M. tuberculosis GlmU 5.9%.
`CCOC(=O)c1csc(NC(=O)CSc2nnnn2-c2cccc(OC)c2)n1` gave M. tuberculosis GlmU -3.2%.
Screening CCc1ccc(C(=O)Nc2nnn(CC)n2)cc1 returned RmlCD inh 1536 -10.9 and M. tuberculosis GlmU -1.4%.
For CCOC(=O)N1CCC(NC(=O)C(C)n2c3ccccc3c3cnn(C)c(=O)c32)CC1 (centres undefined) the results were RmlCD inh 1536 9.5 and M. tuberculosis GlmU 0.1%.
Screening CCCCN(C)C(=O)c1nc2ccccn2c1CN(C)Cc1csc(C)n1 returned M. tuberculosis GlmU -0.2%.
For Cc1cc(C(F)(F)F)c(C#N)c(Sc2ccccc2)n1 the results were RmlCD inh 1536 8.6 and M. tuberculosis GlmU -2.0%.
For CC(=O)Nc1cccc(NC(=O)c2cc(-c3cccnc3)nc3ccc(Br)cc23)c1 the results were M. tuberculosis GlmU 1.5%.
COc1ccc(/C=N/NC2=NCCCCC2)c(OC)c1 was read as RmlCD inh 1536 0.7 and M. tuberculosis GlmU -10.2%.
`COc1cc(C(c2sc3nc(C)nn3c2O)N2CCOCC2)cc(OC)c1OC` (centres undefined) gave RmlCD inh 1536 -6.4 and M. tuberculosis GlmU -2.3%.
Screening Cc1ccccc1S(=O)(=O)c1c(C)cc(C)n(C)c1=O returned RmlCD inh 1536 -10.4 and M. tuberculosis GlmU -3.6%.
C=CCn1c(Cc2cccs2)nnc1SCC(=O)Nc1cccc(OC)c1 was read as RmlCD inh 1536 11.9 and M. tuberculosis GlmU 1.0%.
COc1ccc(CCn2c(=O)c3cccnc3n(Cc3cccc([N+](=O)[O-])c3)c2=O)cc1OC was read as RmlCD inh 1536 5.3 and M. tuberculosis GlmU 2.6%.
For COC(=O)CC(NC(=O)c1ccco1)c1cccc2ccccc12 (centres undefined) the results were M. tuberculosis GlmU -5.8%.
Screening O=C(Nc1ccc(F)cc1)c1ccccc1F returned RmlCD inh 1536 3.0 and M. tuberculosis GlmU 1.3%.
For Cc1c([N+](=O)[O-])c([N+](=O)[O-])nn1CC(=O)N1CCOCC1 the results were RmlCD inh 1536 10.1 and M. tuberculosis GlmU -3.0%.
For CCc1nnc(NC(=O)CSc2nc(C)c3c(c2C#N)CCCC3)s1 the results were RmlCD inh 1536 2.8 and M. tuberculosis GlmU 5.0%.
COC(=O)c1ccccc1NC(=O)c1ccco1 was read as RmlCD inh 1536 -10.5 and M. tuberculosis GlmU -0.2%.
For CCC(=O)Nc1cccc(C2=NOC3(C2)C[C@H](C(N)=O)N(C(=O)CC#N)C3)c1 (some centres undefined) the results were RmlCD inh 1536 6.0 and M. tuberculosis GlmU 1.6%.
For O=S(=O)(c1ccccc1)N1CCN=C1SCc1cccnc1 the results were RmlCD inh 1536 4.3.
`CC1=C(C(=O)OCc2ccccc2)C(/C=C/c2ccccc2)N2C(=O)CCSC2=N1` (centres undefined) gave RmlCD inh 1536 -11.7 and M. tuberculosis GlmU -3.6%.
`O=C(CCl)NC1CCCc2ccccc21` (centres undefined) gave RmlCD inh 1536 10.2 and M. tuberculosis GlmU 0.6%.
`COCC(=O)N1CCN(c2ccc([N+](=O)[O-])cc2)CC1` gave M. tuberculosis GlmU 2.4%.
For O=C(N/N=C/c1ccccn1)c1c[nH]c2ccccc12 the results were RmlCD inh 1536 2.8 and M. tuberculosis GlmU 1.2%.
For CCc1nc(N)c(C#N)c(-c2ccncc2)c1C the results were RmlCD inh 1536 -11.9 and M. tuberculosis GlmU 3.4%.
Screening Cc1cccc(NC(=O)CSc2nnc(C)c(=O)n2N)c1C returned RmlCD inh 1536 9.3 and M. tuberculosis GlmU -1.8%.
For Cc1cc(C)c(C#N)c(N2CCN(Cc3ccc4c(c3)OCO4)CC2)n1 the results were RmlCD inh 1536 14.6 and M. tuberculosis GlmU -0.2%.
Cn1c(=O)c2[nH]c(-c3cccnc3)nc2n(C)c1=O was read as RmlCD inh 1536 5.0 and M. tuberculosis GlmU 1.3%.
`CCn1c(=NC(=O)CN2C(=O)CCC2=O)sc2c(C)cc(C)cc21` gave RmlCD inh 1536 6.9 and M. tuberculosis GlmU 1.3%.
`CCc1ccc(Nc2nnc(SC3CCOC3=O)s2)cc1` (centres undefined) gave RmlCD inh 1536 -8.5 and M. tuberculosis GlmU 0.5%.
`O=C(NCc1ccc2c(c1)OCO2)c1c[nH]c2ccc(S(=O)(=O)N3CCOCC3)cc2c1=O` gave RmlCD inh 1536 -1.4 and M. tuberculosis GlmU 3.6%.
For CC1=C/C(=C/N(C)C)C(=O)O1 the results were RmlCD inh 1536 8.9 and M. tuberculosis GlmU -2.6%.
For O=C(Nc1ccccc1)c1nnsc1S(=O)(=O)c1ccc(Cl)cc1 the results were RmlCD inh 1536 -6.1 and M. tuberculosis GlmU 6.6%.
`COc1ccc2cc(C(=O)NC3CCCCC3)c(=O)oc2c1` gave RmlCD inh 1536 -3.5 and M. tuberculosis GlmU -2.9%.
Cc1nn(-c2ccccc2)c2[nH]c(=O)c(CNCc3ccc4c(c3)OCO4)cc12 was read as RmlCD inh 1536 32.4 and M. tuberculosis GlmU 2.9%.
`CCCc1[nH]n(-c2nc3ccccc3s2)c(=O)c1C=NCCN1CCOCC1` gave RmlCD inh 1536 -5.0 and M. tuberculosis GlmU 6.6%.
NNC(=O)c1nnn(-c2nonc2N)c1-c1cccs1 was read as RmlCD inh 1536 0.5 and M. tuberculosis GlmU -5.1%.
C/C(=N\NC(=O)c1cc(C)nc2ccccc12)c1ccco1 was read as M. tuberculosis GlmU -5.6%.
`COc1cccc(CNc2nc3nc(C)cc(C)n3n2)c1` gave RmlCD inh 1536 8.3 and M. tuberculosis GlmU -2.4%.
Cc1ccc(Cl)c(OC(=O)c2ccc(N3CCOCC3)c([N+](=O)[O-])c2)c1 was read as RmlCD inh 1536 -25.9 and M. tuberculosis GlmU 0.0%.
Screening Cc1ccc(NCc2nnc(SCC(=O)N3CCCCC3)n2CC2CCCO2)c(C)c1 (centres undefined) returned M. tuberculosis GlmU -3.7%.
Cc1cc(C)c(-n2c(O)c(/C=N/N3CCCCC3c3cccnc3)c(=O)[nH]c2=O)c(C)c1 (centres undefined) was read as RmlCD inh 1536 2.8 and M. tuberculosis GlmU -0.2%.
`Cc1nc2c(C(=O)NCc3ccc4c(c3)OCO4)c[nH]n2c(=O)c1Cl` gave RmlCD inh 1536 8.0 and M. tuberculosis GlmU 3.4%.
Screening COc1ccc(C2CC(O)(c3ccccc3)Oc3cc(OC)cc(OC)c32)cc1 (centres undefined) returned RmlCD inh 1536 -5.6 and M. tuberculosis GlmU 0.1%.
For CCOC(=O)C(C)Oc1nc(Oc2ccccc2)nc(N(C)C)n1 (centres undefined) the results were M. tuberculosis GlmU 1.9%.
For Cc1cc(C(=O)Nc2cccc(S(=O)(=O)N3CCCCC3)c2)c2ccccc2n1 the results were RmlCD inh 1536 -10.2 and M. tuberculosis GlmU 7.8%.
c1cncc(-c2nc(NCCCn3ccnc3)c3ccccc3n2)c1 was read as RmlCD inh 1536 2.2 and M. tuberculosis GlmU 3.4%.
O=C(NCc1ccccn1)c1ccc([N+](=O)[O-])cc1 was read as RmlCD inh 1536 5.5 and M. tuberculosis GlmU 5.7%.

Compound activity: PubChem BioAssay, several laboratories
